# dFosB activator = enhances mouse delta FosB homodimer DNA binding. P13346. purified delta FosB, TAMRA-CDK5 oligo fluorescence polarization; percent of positive-control signal above neutral wells. activation, % at 25 µM. 340,000 tested, 0.99% active;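 active means mean activation above about 17%, with every replicate also reaching it, limit read from the data, passing the limit was not always enough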;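 further: fluorescence polarization rise as delta FosB binds a TAMRA Cdk5 AP-1 oligo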
# Target sequence (P13346 whole entry, looked up): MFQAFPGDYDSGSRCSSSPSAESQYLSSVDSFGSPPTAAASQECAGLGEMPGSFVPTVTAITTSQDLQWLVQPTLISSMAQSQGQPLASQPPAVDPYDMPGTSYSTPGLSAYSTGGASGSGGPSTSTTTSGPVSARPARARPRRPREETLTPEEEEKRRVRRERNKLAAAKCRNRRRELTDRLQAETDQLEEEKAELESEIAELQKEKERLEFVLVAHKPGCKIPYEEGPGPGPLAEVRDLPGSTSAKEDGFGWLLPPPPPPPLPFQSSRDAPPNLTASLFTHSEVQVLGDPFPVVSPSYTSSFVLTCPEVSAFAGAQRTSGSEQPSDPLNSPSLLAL
# Arrestin-AP2 inh = inhibitors of human beta-arrestin and AP2 interaction. inhibition, % at 10 µM. AID 504490. 340,000 tested, 0.31% active. FITC-arrestin peptide / GST-AP2 beads, flow cytometry; AP2 beta2 appendage carries R879A mutation;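 active means inhibition above a set limit, near 3 SD of compounds lacking own fluorescence, cut at about 54% in these data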;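 further: plate controls were DMSO wells for no effect and 5 µM unlabelled arrestin peptide for full effect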
#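 Assay system: GST-AP2 R879A bound to glutathione beads, E. coli-expressed; Medium: PBS with 0.05% Tween 20 and 0.1% BSA; Also added: fluorescein-tagged arrestin peptide at 50 nM final; Timing: 12 min plus 1 h, RT; Measured by: flow cytometry, FL1 (488/535 nm); Evaluation: percent drop in bead-associated FITC signal.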
# PKA-R2B activ = activates the human PKA-R2B holoenzyme complex; P22694+P31323; 340,000 tested, 0.079% active; activation, % at 11.4 µM; PKA-R2B holoenzyme dissociation, Cy5-IP20 fluorescence polarization; R2B truncated from residue 108, S112A mutant; 0% DMSO only, 100% 113 µM cGMP;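 active means activation above a cutoff set at the mean over all compounds plus 3 SD, cut at about 18% in these data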;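 further: higher means more holoenzyme dissociation and a rise in polarization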
# PKA-R1A act = activates the PKA-R1A holoenzyme complex; activation, % at 11.4 µM; PKA-R1A dissociation, Cy5-IP20 fluorescence polarization; scaled: DMSO 0%, 113 µM cGMP 100%; P00514+P68181; 340,000 tested, 0.083% active;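 active means percent activation above the mean of all tested compounds plus 3 SD, cut at about 19% in these data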;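 further: higher means more PKAc released from R1A so a rise in polarization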
# SR-BI HDL uptake = blocks mouse SR-BI lipid uptake from DiI-HDL; 320,000 tested, 0.96% active; inhibition, % at 12.5 µM; ldlA[mSR-BI] CHO cells, DiI-HDL uptake fluorescence, 3 h; Q61009;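 active means mean replicate inhibition of at least 70% and a set share of replicates each scoring 70 or more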;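 further: 0% = median of neutral control wells and 100% = median of positive control wells; values of inactives mirror those of a sister screen read the other way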
# MITF TRPM1 HTS = MITF TRPM1 promoter activation in melanoma cells; SK-MEL-5 TRPM1-promoter luciferase, 24 h; % of positive control, neutral wells = 0; activation, % at 12.5 µM; 300,000 tested, 0.75% active;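 active means mean activation of at least 80% with every replicate also reaching 80%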;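 further: 0% = neutral control wells and 100% = parthenolide positive control wells; values of inactives mirror those of a sister screen read the other way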
# SR-BI DiI-HDL act = activators of SR-BI mediated HDL lipid uptake | CHO ldlA[mSR-BI] cells, DiI-HDL uptake fluorescence, 3 h; 100 = double the neutral-control signal | activation, % at 12.5 µM | 320,000 tested, 0.096% active;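 active means mean replicate activation of at least 60% and every replicate at or above 60%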;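 further: 0% = median plate neutral-control signal and 100% = twice that signal; values of inactives mirror those of a sister screen read the other way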
#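 Material: SR-BI-overexpressing, LDLR-lacking CHO cells | Dosing: Single compound concentration, delivered by pin transfer | Probe or stimulus: Labelled HDL, 10 µg/mL | Signal: Bottom-read cell fluorescence after medium removal, ex 550/em 595 nm | Schedule: 3 h, 37 °C | Evaluation: HDL uptake via cellular fluorescence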
# DSG3 Ab inh = inhibitors of pemphigus antibody binding to human desmoglein-3; DSG3-coupled beads, scFv-anti-DSG3-GFP binding, flow cytometry; active compounds read low; binding (percent of control), % at 10 µM; P32926; AID 588358; 310,000 tested, 0.48% active;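 active means binding more than 3 SD below its plate's average and above zero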;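 further: hits lower antibody fragment binding to DSG3; some compounds called inactive have numbers as strong as hits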
# CDK5 p35 inh = blocks human CDK5/p35 kinase activity. Q00535+Q15078. Recombinant CDK5/p35, ADP-Glo luminescence, 60 min. inhibition, % at 10 µM. 330,000 tested, 0.01% active. AID 488839;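 active means highest replicate inhibition of at least 50% and at least 75% of replicates reaching 50%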;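 further: plate controls were DMSO neutral control for no effect and GW8510 at 10 µM for full effect; many of its hits are not listed in these tables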
# Target sequence (Q00535 whole entry, looked up): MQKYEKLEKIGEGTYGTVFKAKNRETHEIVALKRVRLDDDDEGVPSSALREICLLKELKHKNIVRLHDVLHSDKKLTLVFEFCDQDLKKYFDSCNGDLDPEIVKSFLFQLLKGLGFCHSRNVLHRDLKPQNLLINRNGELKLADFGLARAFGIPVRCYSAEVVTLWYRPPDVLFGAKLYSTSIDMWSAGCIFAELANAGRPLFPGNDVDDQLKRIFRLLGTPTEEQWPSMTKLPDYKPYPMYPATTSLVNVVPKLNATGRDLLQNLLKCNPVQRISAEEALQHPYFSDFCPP
# Target sequence (Q15078 whole entry, looked up): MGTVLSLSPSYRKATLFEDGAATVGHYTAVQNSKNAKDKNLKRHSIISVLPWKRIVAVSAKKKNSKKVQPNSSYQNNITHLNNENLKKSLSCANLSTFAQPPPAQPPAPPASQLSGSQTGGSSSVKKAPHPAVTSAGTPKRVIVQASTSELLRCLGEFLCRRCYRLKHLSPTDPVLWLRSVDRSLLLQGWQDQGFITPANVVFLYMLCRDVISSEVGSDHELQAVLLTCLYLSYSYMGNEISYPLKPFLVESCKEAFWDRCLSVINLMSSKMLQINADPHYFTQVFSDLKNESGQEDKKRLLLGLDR
# SUMO Mot1 rescue = blocks SUMOylation pathway, rescuing yeast Mot1-301 growth | 320,000 tested, 1% active | growth rescue, % at 18.8 µM | S. cerevisiae Mot1-301 growth rescue, ATP luminescence, 38.5C; percent above DMSO median, 100 means doubled | AID 2716;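 active means every valid replicate shows activation above 250% relative to neutral control wells; inactive means the rest, any valid replicate at or below 250%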;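 further: OY570 slx delta 5 strain wells were the positive control but not used for scaling; some compounds called inactive have numbers as strong as hits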
# NSD2 inh = NSD2 (human) methyltransferase inhibition; O96028; NSD2 peptide methylation, AlphaScreen, 120 min; inhibition, % at 12.5 µM; 310,000 tested, 0.54% active; AID 743445; in the data active means inhibition above about 50%
# An asterisk follows results filed as active; / = not tested or not shown; & = joins results of further samples. An unsorted share of the library. About 4.7% of those tested had a hit in this group.
SMILES,dFosB activator,Arrestin-AP2 inh,PKA-R2B activ,PKA-R1A act,SR-BI HDL uptake,MITF TRPM1 HTS,SR-BI DiI-HDL act,DSG3 Ab inh,CDK5 p35 inh,SUMO Mot1 rescue,NSD2 inh
CCC(C)c1ccccc1NC(=O)Cc1coc2cc3c(cc12)CCC3 (configuration not stated),-5.9,-4.0,-17.9,-5.7,26.9,-4.6,-26.9,106.9,-0.2,/,-1.2
CC1Cc2ccccc2N1C1=CC(=O)CCC1 (configuration not stated),-0.3,-1.9,-14.2,-4.3,-28.2,-13.5,28.2,112.3,-0.4,/,-1.3
C(=N\n1cnnc1)/c1ccc(N2CCOCC2)s1,-10.0,92.1*,2.3,-1.9,14.9,-7.6,-14.9,93.1,0.7,-4.0,1.8
O=C(CN1C(=O)c2ccccc2C1=O)N1CCN(c2ccccc2)CC1,5.4,-3.4,-5.4,-11.7,-41.8,3.0,41.8,109.1,0.0,430.2,2.9
Cc1ccccc1CNC(=O)C1CCC(=O)N(CC2CCCCC2)C1 (configuration not stated),-3.0,6.9,4.5,0.9,9.2,2.2,-9.2,103.9,0.6,40.8,-2.8
COCCOC(=O)c1nccnc1C(=O)Nc1ccc(S(=O)(=O)N2CCOCC2)cc1,-1.8,-5.9,/,/,-10.5,/,10.5,98.1,-0.2,12.7,-2.7
COc1ccc(-c2cn(-c3ccccc3)c3[n+]2CCS3)cc1,-7.1&-7.8,9.7&25.6,1.1&3.8,-6.5&9.0,-28.6&-4.5,-36.7&-27.3,28.6&4.5,98.2&105.6,-0.2&0.4,-14.6&4.9,-0.8&-2.5
Cc1ccc(-n2c(C)cc(/C=N/NC(=O)c3ccc(CN4CCOCC4)cc3)c2C)cc1,5.5,4.2,-17.3,-8.2,10.2,-9.9,-10.2,104.7,-0.2,26.8,3.1
CN1C(=O)Cc2cc(S(=O)(=O)NCCc3ccc(Cl)cc3)ccc21,-7.9,18.1,9.4,-3.8,-13.0,-1.9,13.0,101.2,-0.5,-15.8,-2.0
COCc1nc(-c2ccc(-c3ccc(OC)cc3)nc2OC)no1,-14.9,15.7,-11.5,-0.1,32.9,23.5,-32.9,98.0,-0.9,/,/
Nc1ncc(S(=O)(=O)c2ccc([N+](=O)[O-])cc2)s1,3.5,7.7,-1.5,16.9,-21.3,-53.8,21.3,90.7,0.8,/,-1.0
N#C/C(=C/c1ccc(-c2ccc(S(N)(=O)=O)cc2)o1)c1nc2ccccc2s1,-5.4,43.7,8.3,2.1,27.1,-22.6,-27.1,95.7,-1.4,11.2,-0.6
COCCCN(Cc1ccco1)C(=O)CSc1nc2ncccc2[nH]1,3.4,5.2,-5.4,-7.3,-9.8,11.2,9.8,/,-3.9,-7.4,4.8
COc1nc(C)ccc1-c1noc(-c2ccncc2)n1,-7.7,-5.4,9.2,15.2,-8.1,97.0*,8.1,99.5,-0.1,-0.1,2.2
CC1=NN(c2ccc(C)c(C)c2)C(=O)C1C(c1cccc(O)c1)C1C(=O)N(c2ccc(C)c(C)c2)N=C1C (configuration not stated),-4.5,9.5,3.1,-2.1,21.6,-22.3,-21.6,99.8,-1.7,269.4,1.4
O=C(COC(=O)/C=C/c1ccccc1[N+](=O)[O-])Nc1ccc(OCc2ccccc2)cc1,4.6,2.1,-5.0,1.2,-20.8,40.9,20.8,102.4,-0.2,-8.2,0.6
COc1ccc(S(=O)(=O)N2CCCCC2)cc1NC(=O)c1cnc(C)cn1,-12.9,-11.9,-7.8,-19.9,6.1,3.1,-6.1,101.3,0.1,5.6,-0.9
N#CC(CCc1ccccc1[N+](=O)[O-])(CCc1ccccc1[N+](=O)[O-])C(N)=O,-16.7,5.9,-8.4,1.9,12.2,11.6,-12.2,114.9,-2.6,/,6.3
O=C(CN1CCc2ccccc2C1)Nc1ccccc1N1CCCCCC1,-14.3,5.3,1.3,13.2,68.4,-14.2,-68.4,104.8,1.7,17.7,/
COc1cccc(/C=N/NC(=O)C[n+]2ccccc2)c1OC,-14.7,30.3,1.4,-0.9,-21.3,-6.9,21.3,101.6,0.4,10.1,-2.1
Cc1ccccc1C(=O)N(C)c1ccccc1C(=O)NCc1ccccc1,-1.6,-1.8,3.3,4.2,-22.4,4.5,22.4,98.1,-0.3,-6.4,-0.2
O=C(O)CS(=O)CC(=O)Nc1cccc(C(F)(F)F)c1 (configuration not stated),-2.0,1.2,-15.3,-2.9,-22.1,-9.9,22.1,89.7,0.0,4.9,0.1
CN(C)c1ccc(NC(=S)N2CCN(c3ncc(C(F)(F)F)cc3Cl)CC2)cc1,0.9,-11.7,-5.7,-0.3,15.9,2.0,-15.9,114.1,-1.4,15.6,-0.8
COc1ccc(-c2nnc(SCc3cccc(C)c3)n2N)cc1,-2.1,4.0,-1.1,0.3,23.5,/,-23.5,99.2,-1.4,25.2,-1.4
Nc1cc(SCc2ccc([N+](=O)[O-])cc2)ncn1,1.4,40.6,5.1,0.6,14.6,21.1,-14.6,/,-0.5,/,-1.4

# Later entries:
SMILES,dFosB activator,Arrestin-AP2 inh,PKA-R2B activ,PKA-R1A act,SR-BI HDL uptake,MITF TRPM1 HTS,SR-BI DiI-HDL act,DSG3 Ab inh,CDK5 p35 inh,SUMO Mot1 rescue,NSD2 inh
CC(C)=NOc1nc(N(C)C)nc(N(C)C)n1,0.2,9.6,5.5,-7.1,-9.4,10.6,9.4,97.0,-0.4,1.8,-0.3
COC(=O)c1ccc(Cn2cc(C(F)(F)F)ccc2=O)cc1,1.1,8.0,-9.2,-2.9,0.4,6.0,-0.4,95.4,-2.2,4.7,3.7
N=c1sc2ccccc2n1-c1ccccc1,-7.8,6.5,-2.7,8.4,10.6,4.9,-10.6,100.2,0.0,-9.7,-1.4
O=C(COC(=O)/C=C/c1ccccc1)NCCc1ccc(F)cc1,7.2,-8.4,-0.9,-3.3,-8.0,0.4,8.0,94.7,-0.4,11.2,-3.8
CN(CC1CCCN(CCc2ccc(Cl)cc2)C1)C(=O)c1ccco1 (configuration not stated),2.8,9.8,-3.6,-0.2,1.1,-3.9,-1.1,101.5,0.9,23.1,2.0
Cc1cccc(NC(=S)N(CCN(C)C)Cc2cc3cc(C)cc(C)c3[nH]c2=O)c1,-9.3,1.5,-9.0,-2.0,-20.0,-1.4,20.0,100.6,-4.1,-5.9,1.4
CC[C@@]1(C(=O)OC)N[C@H](CN(C)C(=O)Nc2ccc(OC)cc2)[C@@H]2C(=O)N(C)C(=O)[C@@H]21,4.2,31.1,4.8,6.5,-18.5,8.4,18.5,92.5,0.9,7.2,/
Cc1ccc(S(=O)(=O)CNC(=S)c2ccc3ccccc3c2)cc1,-9.5,7.3,-0.8,-11.5,21.7,3.7,-21.7,101.4,1.5,18.1,1.1
CC(=O)N1N=C(c2ccco2)CC1c1ccco1 (configuration not stated),3.2,-14.2,-0.4,-5.9,-25.6,/,25.6,98.9,1.0,-13.1,8.0
CC(=O)c1cc2c(cc1N(C(=O)c1ccco1)C(C(=O)NC1CCCC1)c1ccccc1F)OCO2 (configuration not stated),-15.2,1.1,0.3,11.1,-7.2,-11.8,7.2,/,1.0,-4.7,2.1
COc1ccc(C(=O)N2CCC3(CC2)NCCc2[nH]cnc23)cc1OC,0.2,-7.9,2.6,-6.9,2.0,-4.0,-2.0,69.3,1.2,2.2,-5.9
O=C(Nc1cccnc1)c1ccc([N+](=O)[O-])o1,5.2,2.3,6.3,-5.8,-20.8,-35.0,20.8,102.7,1.7,1.9,-3.3
CCOc1ccc(-n2c(SCc3ccc([N+](=O)[O-])cc3)nnc2-c2ccccc2)cc1,-19.4,1.6,-2.1,3.2,28.1,-1.7,-28.1,/,1.2,-12.3,-2.7
Cc1c(C(=O)N2CCc3ccccc3C2)oc2ccccc12,-9.1,17.3,-0.4,2.8,17.3,54.4,-17.3,110.1,0.3,-0.1,3.9
CN(C1CCCCC1)S(=O)(=O)c1ccc2c(c1)c(=O)c(C(=O)NCCN1CCCC1)cn2C,-4.3,9.4,-1.4,2.0,-1.8,-0.1,1.8,104.3,0.4,-4.8,/
Cc1cccc(NC(=O)CNC(=O)COC(=O)c2ccc(C(C)(C)C)cc2)c1C,-23.6,-2.3,0.4,-2.4,-9.4,0.3,9.4,101.1,-0.6,-2.0,-4.2
O=C(Nc1nc(-c2ccncc2)cs1)c1ccco1,-23.3,34.7,1.6,2.4,-15.6,12.5,15.6,84.3,4.7,119.2,0.2
CCOc1ccc(C(=O)Nc2cc(C)on2)cc1,-7.4,0.5,-0.2,7.0,1.1,25.9,-1.1,93.3,0.0,-6.5,-4.5
Cc1cc(C(=O)COc2cccnc2[N+](=O)[O-])c(C)n1Cc1cccs1,-5.0,-51.2,-5.1,4.8,0.4,-29.1,-0.4,101.9,0.6,13.2,1.1
O=C(Oc1ccc2ccccc2c1)c1ccco1,1.0,21.7,0.9,3.5,-19.7,/,19.7,101.0,-1.7,136.8,/
CCS(=O)(=O)CCSc1nc2ccccc2o1,-10.2,2.3,-0.3,7.0,-20.5,-0.2,20.5,98.2,0.4,4.2,-0.6
O=C1NC2(CCCCCC2)N=C1c1ccc(F)cc1,-1.8,-10.4,1.1,10.1,2.2,/,-2.2,/,0.0,-13.5,4.2
Nc1nonc1C(=O)NCCNCc1c(OCc2ccccc2F)ccc2ccccc12,4.0,3.3,-4.9,3.6,9.8,-17.5,-9.8,105.5,-0.6,1.0,0.8
COCCn1c(SCC(=O)Nc2nnc(C)s2)nnc1-c1c[nH]c2ccccc12,-7.4,-5.7,-7.5,-3.9,1.6,9.2,-1.6,99.7,1.3,22.8,-0.9

# Structures listed above shown as hits in Arrestin-AP2 inh.
SMILES,dFosB activator,Arrestin-AP2 inh,PKA-R2B activ,PKA-R1A act,SR-BI HDL uptake,MITF TRPM1 HTS,SR-BI DiI-HDL act,DSG3 Ab inh,CDK5 p35 inh,SUMO Mot1 rescue,NSD2 inh
C(=N\n1cnnc1)/c1ccc(N2CCOCC2)s1,-10.0,92.1*,2.3,-1.9,14.9,-7.6,-14.9,93.1,0.7,-4.0,1.8
